T cruzi growth: T. cruzi proliferation inhibition; T. cruzi beta-gal in NIH3T3, GalScreen luminescence, 90 h; AID 624255; inhibition, % at 8.34 µM; 77,000 tested, 5.9% active;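 active = mean inhibition above about 93%, with at least 55% of replicates each passing it, limit read from the data, passing the limit was not always enough; inconclusive = only one of those two conditions holds; inactive = neither condition holds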
GASC1 inh: KDM4C (human) demethylase inhibition | GST-KDM4C 2-372, H3K9me3 peptide, LANCE TR-FRET | inhibition, % at 12.5 µM | 96,000 tested, 0.15% active | AID 720574;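 active = mean replicate inhibition above about 25%, with at least 55% of replicates also reaching it, limit read from the data, passing the limit was not always enough; inconclusive = only one of those two conditions met; inactive = neither condition met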
Target sequence (Q9H3R0 2-372 limits assumed): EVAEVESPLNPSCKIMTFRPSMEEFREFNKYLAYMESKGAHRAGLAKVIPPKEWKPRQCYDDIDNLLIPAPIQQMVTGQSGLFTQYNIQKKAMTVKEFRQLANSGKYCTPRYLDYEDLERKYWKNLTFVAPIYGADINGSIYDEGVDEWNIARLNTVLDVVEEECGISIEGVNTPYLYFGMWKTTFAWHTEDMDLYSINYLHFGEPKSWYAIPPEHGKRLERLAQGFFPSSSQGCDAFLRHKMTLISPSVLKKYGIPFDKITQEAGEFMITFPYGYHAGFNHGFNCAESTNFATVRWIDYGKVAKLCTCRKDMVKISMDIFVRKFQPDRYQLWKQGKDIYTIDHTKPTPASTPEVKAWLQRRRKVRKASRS
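Test system – GST-tagged GASC-1 (JMJD2C) catalytic fragment, aa 2-372 · Medium – HEPES buffer, pH 7.5, plus ascorbate · Reagent – H3K9me3 peptide with Fe(II)/2OG · Compound – one test concentration per compound · Timing – 30 min reaction, 60 min detection, RT · Technique – TR-FRET with Eu antibody and ULight streptavidin, EDTA stop · Read-out basis – inhibition from TR-FRET ratio decrease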
C diff growth: blocks growth of Clostridium difficile | growth activity, negative = inhibition, % at 16 µg/mL (by protocol) | 86,000 tested, 0.25% active | Clostridium difficile clinical isolate growth, OD600, 24 h; active compounds read low;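 active = mean growth activity at or below -80% and every replicate also at or below -80%; inconclusive = mean at or below -80% but some replicate above -80%; inactive = mean growth activity above -80%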;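 note: 0% = DMSO wells and -100% = levofloxacin 16 µg/mL wells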
Pf Dd2 inh: inhibitors of Plasmodium falciparum Dd2 growth; P. falciparum Dd2 growth, SYBR Green, 72 h; active compounds read low; activity change, % at 10 µM; 94,000 tested, 2.3% active; in the data active = activity change below about -80%; inconclusive = no clear call, values can overlap the other calls
Active calls of the source: *; ? = inconclusive; · = no result given; & = joins results of further samples.

Results follow in this order: T cruzi growth	GASC1 inh	C diff growth	Pf Dd2 inh
Cc1noc(C)c1S(=O)(=O)Nc1ccc2c(c1)C(=O)N([C@@H](C)CO)C[C@H](C)[C@H](CN(C)Cc1ccc(C(F)(F)F)cc1)OCCCC[C@@H](C)O2
  101*	7.7	-5	-47
COCCNC(=O)C[C@H]1C[C@@H]2c3cc(NC(=O)Nc4ccc(C(F)(F)F)cc4)ccc3O[C@@H]2[C@@H](CO)O1
  -82	-1.0	·	-43
COc1cccc(S(=O)(=O)N(C)C[C@H]2Oc3cc(C#CCC(C)C)ccc3S(=O)(=O)N([C@H](C)CO)C[C@H]2C)c1
  ?	0.2	14	-63
O=C(C[C@@H]1CC[C@@H](NC(=O)C2CCOCC2)[C@H](CO)O1)NCC1CC1
  ·	2.4	1	-4
C[C@@H]1CN([C@H](C)CO)C(=O)c2cc(NS(=O)(=O)c3cn(C)cn3)ccc2O[C@@H]1CN(C)C(=O)Nc1ccccc1
  41	-1.3	-3	24
CNC[C@H]1OCCCC[C@H](C)Oc2ccc(NS(=O)(=O)c3ccc(C)cc3)cc2C(=O)N([C@H](C)CO)C[C@@H]1C
  63	0.6	-1	39
CS(=O)(=O)N1[C@H](CO)[C@H](c2ccccc2-c2ccc(F)cc2)[C@@H]1C#N
  ·	-1.0	4	-4
Cc1noc(C)c1NC(=O)Nc1cccc2c1O[C@H](CN(C)Cc1ccc(C(=O)Nc3ccccc3N)cc1)[C@@H](C)CN([C@H](C)CO)C2=O
  74	2.3	0	-15
COCCNC(=O)C[C@@H]1C[C@@H]2c3cc(NS(C)(=O)=O)ccc3O[C@@H]2[C@H](CO)O1
  30	-1.0	6	31
OC[C@H]1CC[C@@H]2O[C@H](CCc3ccc(C#CCc4ccccc4)cc3)[C@@H](n3cc(-c4ccccc4)nn3)C[C@@H]2O1
  ·	·	59	?
C[C@@H]1CN([C@@H](C)CO)C(=O)Cc2cc(NS(=O)(=O)c3ccc(Cl)cc3)ccc2O[C@@H]1CN(C)Cc1ccc(C(F)(F)F)cc1
  70	-0.3	32	2
CO[C@H]1CN(C)C(=O)c2cc(C#N)ccc2OCC[C@@H]2CC[C@@H](OC)[C@@H](CN(C)C(=O)[C@H]1C)O2
  34	-0.4	-4	·
COc1ccc2c3c([nH]c2c1)[C@H](CO)N(Cc1cccc(F)c1)CC31CN(Cc2ccccn2)C1
  ·	0.3	1	-73
CCCC#Cc1ccc2c(c1)O[C@@H](CN(C)S(=O)(=O)c1cccc(F)c1)[C@@H](C)CN([C@@H](C)CO)S2(=O)=O
  121*	-1.9	13	-55
COc1ccc(NC(=O)Nc2ccc3c(c2)C(=O)N([C@H](C)CO)C[C@@H](C)[C@H](CN(C)C(=O)Nc2cccc4ccccc24)O3)cc1
  42	-0.9	4	1
COc1cccc(S(=O)(=O)N2CCCCN3[C@H](CO)[C@H](c4ccc(-c5cccnc5)cc4)[C@H]3C2)c1
  110*	-1.1	-9	-38
C[C@H](O)C#Cc1cnc2c(c1)C(=O)N([C@@H](C)CO)C[C@H](C)[C@H](CN(C)C(=O)CN(C)C)O2
  -21	0.9	-4	18
CCCNC(=O)[C@@H]1[C@@H](CO)[C@@H]2Cn3c(ccc(C4=CCCCC4)c3=O)[C@H]1N2C(=O)CC
  15	2.2	2	14
CCCC(=O)Nc1ccc2c(c1)OC[C@H](C)N(Cc1cncnc1)C[C@H](C)[C@H](OC)CN(C)C2=O
  38	-0.9	·	-1
Cn1cnc(CCNC(=O)C[C@@H]2CC[C@H]3[C@@H](COC[C@H](O)CN3C(=O)Nc3ccc(F)cc3)O2)c1
  11	0.1	·	12

Nothing new here: two of the compounds above.
Results follow in this order: T cruzi growth	GASC1 inh	C diff growth	Pf Dd2 inh
Cc1noc(C)c1S(=O)(=O)Nc1ccc2c(c1)C(=O)N([C@@H](C)CO)C[C@H](C)[C@H](CN(C)Cc1ccc(C(F)(F)F)cc1)OCCCC[C@@H](C)O2
  101*	7.7	-5	-47
COCCNC(=O)C[C@H]1C[C@@H]2c3cc(NC(=O)Nc4ccc(C(F)(F)F)cc4)ccc3O[C@@H]2[C@@H](CO)O1
  -82	-1.0	·	-43

Later entries:
Results follow in this order: T cruzi growth	GASC1 inh	C diff growth	Pf Dd2 inh
COc1cccc(-c2cnc3c(c2)C(=O)N([C@H](C)CO)C[C@H](C)[C@H](CN(C)C(=O)NC(C)C)O3)c1
  ·	0.2	·	24
C[C@H](CO)N1C[C@H](C)[C@@H](CN(C)Cc2ccc(Oc3ccccc3)cc2)Oc2ccc(NC(=O)Nc3ccc(F)cc3)cc2CC1=O
  56	2.5	63	-82*
COc1ccc(NC(=O)N(C)C[C@@H]2Oc3c(NC(=O)Nc4ccc(F)cc4)cccc3C(=O)N([C@@H](C)CO)C[C@H]2C)cc1
  23	0.5	1	-32
CCC(=O)N(C)C[C@@H]1Oc2ncc(C#Cc3ccc(OC)cc3)cc2C(=O)N([C@H](C)CO)C[C@@H]1C
  75	-1.1	2	-9
C[C@@H]1CN([C@@H](C)CO)C(=O)c2cc(Br)cnc2O[C@@H]1CN(C)C(=O)C1CCCCC1
  33	-0.1	0&3	29&28
O=C(C1CCCC1)N1CC[C@@H]2[C@H](CO)Nc3ccc(C4=CCCCC4)cc3[C@@H]21
  ·	6.5	-1	-83*
C[C@@H]1CN([C@H](C)CO)C(=O)c2cc(C#CC3(O)CCCC3)cnc2O[C@@H]1CN(C)CC1CC1
  ·	0.6	-1	20
COc1ccc(CN(C)C[C@H]2OCCCC[C@@H](C)Oc3ccc(NC(=O)c4ccccc4)cc3C(=O)N([C@H](C)CO)C[C@@H]2C)cc1
  45	·	-4	-6
C[C@@H]1CN([C@@H](C)CO)C(=O)c2cc(C#CCN(C)C)cnc2O[C@H]1CN(C)C(=O)CN1CCOCC1
  -23	4.3	1	32
O=C(Cc1ccncc1)NCC[C@@H]1CC[C@@H](NS(=O)(=O)c2ccccc2Cl)[C@@H](CO)O1
  49	3.0	·	20
COc1cc(CN2CC3(CN(C(C)=O)C3)c3c([nH]c4cc(OC)ccc34)[C@H]2CO)cc(OC)c1
  ·	0.8	5	-26
C[C@H](CO)N1C[C@H](C)[C@H](CN(C)C(=O)Cc2ccncc2)Oc2cc(C#CC3(O)CCCC3)ccc2S1(=O)=O
  ·	-1.2	-1	-48
C[C@@H]1CN([C@H](C)CO)C(=O)c2cc(C#Cc3ccccn3)cnc2O[C@H]1CN(C)Cc1ccccc1
  120*	0.1	-1	-39
C[C@@H]1CCCCO[C@@H](CN(C)Cc2ccc(C(F)(F)F)cc2)[C@H](C)CN([C@H](C)CO)C(=O)c2cc(NS(C)(=O)=O)ccc2O1
  1	0.5	1	-23
O=C(NC[C@H]1[C@H](c2ccccc2)[C@@H](CO)N1CC1CC1)C1CC1
  2	3.1	6	-2
C[C@@H]1CN([C@@H](C)CO)S(=O)(=O)c2ccc(C#CC3(O)CCCC3)cc2O[C@@H]1CN(C)C(=O)Cc1ccncc1
  ·	2.4	-4	-51
C[C@H](CO)N1C[C@H](C)[C@H](CN(C)C(=O)C2CCCCC2)Oc2ncc(C#CCc3ccccc3)cc2C1=O
  80	2.0	18	-49
C/C=C/c1ccccc1[C@@H]1[C@@H](C#N)N(C(=O)c2cccnc2)[C@@H]1CO
  ·	0.5	2	27
CN1C(=O)c2cc(NC(=O)c3cccs3)ccc2OC[C@H]2O[C@H](CC(=O)N3CCCCC3)CC[C@H]21
  85	0.1	-3	-6
Cc1noc(C)c1NC(=O)Nc1ccc2c(c1)C(=O)N([C@@H](C)CO)C[C@H](C)[C@H](CN(C)Cc1ccc(C(=O)Nc3ccccc3N)cc1)O2
  37	3.0	·	4

Additional structures follow.
Structure,T cruzi growth,GASC1 inh,C diff growth,Pf Dd2 inh
Cc1noc(C)c1S(=O)(=O)Nc1cccc2c1O[C@H](CN(C)S(=O)(=O)c1ccccc1)[C@H](C)CN([C@H](C)CO)C2=O,17,1.4,-2,-26
CCCNC(=O)N(C)C[C@@H]1Oc2ncc(-c3ccncc3)cc2C(=O)N([C@@H](C)CO)C[C@@H]1C,-25,-1.7,6,42
O=C(Cc1ccncc1)NCC[C@@H]1CC[C@@H](NC(=O)C2CCCCC2)[C@H](CO)O1,·,-0.5,1,6
COc1ccc(CN(C)C[C@@H]2OCCCC[C@H](C)Oc3ccc(NC(=O)C4CCCCC4)cc3C(=O)N([C@@H](C)CO)C[C@H]2C)cc1,80,-0.5,-7,-69
O=C(Nc1ccccc1F)N1CC2(C1)[C@@H](c1ccccc1)[C@@H](CO)N2C(=O)CC1CC1,·,0.8,-6,15
CCN1[C@@H]2c3ccc(C4=CCCCC4)c(=O)n3C[C@H]1[C@H](CO)[C@H]2C(=O)NCCc1ccncc1,2,0.7,4,6
C[C@@H]1CN([C@@H](C)CO)C(=O)c2cc(NC(=O)Cn3cnnn3)ccc2O[C@H]1CN(C)C(=O)Nc1ccc2c(c1)OCO2,-59,4.9,·,18
COc1ccc(NC(=O)N(C)C[C@H]2Oc3c(NS(=O)(=O)c4c(C)noc4C)cccc3C(=O)N([C@H](C)CO)C[C@H]2C)cc1,90,2.3,-4,-4
C[C@H](CO)N1C[C@H](C)[C@H](CN(C)Cc2ccc(Oc3ccccc3)cc2)Oc2c(NC(=O)c3ccncc3)cccc2C1=O,73,·,3,-15
C[C@@H]1CN([C@@H](C)CO)C(=O)Cc2cc(NC(=O)C3CC3)ccc2O[C@@H]1CN(C)C(=O)Nc1cccc2ccccc12,-4,1.2,-1,13
COc1ccc(S(=O)(=O)N(C)C[C@@H]2Oc3ccc(NC(=O)CCC(F)(F)F)cc3C(=O)N([C@@H](C)CO)C[C@@H]2C)cc1,·,0.1,0,7
Cc1noc(C)c1NC(=O)N(C)C[C@H]1OCc2cn(nn2)CCCC(=O)N([C@@H](C)CO)C[C@H]1C,-39,0.4,2,-2
CCCN1C[C@@H](C)[C@@H](OC)CN(C)C(=O)c2ccc(NC(=O)c3cnccn3)cc2OC[C@H]1C,-44,-1.1,·,23
COCC(=O)N(C)C[C@H]1Oc2cc(-c3ccc(C#N)cc3)ccc2S(=O)(=O)N([C@H](C)CO)C[C@H]1C,·,-0.9,-5,-2
COc1ccccc1S(=O)(=O)N(C)C[C@H]1Oc2ncc(-c3ccc(C)cc3)cc2C(=O)N([C@@H](C)CO)C[C@@H]1C,111*,-1.1,15,-51
O=C(C[C@H]1CC[C@@H]2[C@H](COC[C@@H](O)CN2C(=O)Nc2ccc(F)cc2)O1)NC1Cc2ccccc2C1,-22,1.8,·,4
COc1ccc2c3c([nH]c2c1)[C@@H](CO)N(C(=O)c1cccc(F)c1)CC31CCN(C(=O)c2ccccc2)CC1,·,-0.7,4,-88*
C[C@@H]1CCCCO[C@@H](CN(C)C(=O)Nc2cccc3ccccc23)[C@@H](C)CN([C@H](C)CO)C(=O)c2cc(NC(=O)CCC(F)(F)F)ccc2O1,51,-5.5,2,-34
CO[C@@H]1CN(C)C(=O)c2cc(NS(=O)(=O)c3cccc(F)c3)ccc2OC[C@H](C)NC[C@H]1C,43,-0.5,·,30
COc1ccc(NC(=O)Nc2ccc3c(c2)C(=O)N([C@@H](C)CO)C[C@H](C)[C@@H](CN(C)S(=O)(=O)c2c(C)noc2C)OCCCC[C@H](C)O3)cc1,107*,-3.9,-5,-83*
CO[C@@H]1CN(C)C(=O)c2ccc(NC(=O)C3CCCCC3)cc2OC[C@@H](C)N(C(=O)c2ccccc2)C[C@H]1C,-12,-0.3,·,31
O=C(C1CCCC1)N1CC2(C1)[C@H](c1ccccc1)[C@H](CO)N2Cc1nccs1,·,-0.6,4,36
COc1cccc(S(=O)(=O)N2C[C@@H](O)COC[C@H]3O[C@H](CC(=O)N4CCN(c5ccccc5)CC4)CC[C@@H]32)c1,16,-1.0,86&3,·
COCC(=O)Nc1ccc2c(c1)[C@H]1C[C@H](CC(=O)NCc3ccccc3OC)O[C@@H](CO)[C@H]1O2,101*,1.2,-3,0
C[C@H](CO)N1C[C@H](C)[C@@H](CN(C)S(=O)(=O)c2ccccc2F)Oc2ncc(C#Cc3cccnc3)cc2C1=O,78&47,-0.5,5&2,-54&-52
C[C@@H]1CN([C@@H](C)CO)C(=O)Cc2cc(NC(=O)CCN3CCOCC3)ccc2O[C@H]1CN(C)Cc1ccccc1,4,6.3,-1,-29
CCCNC(=O)C[C@H]1CC[C@@H]2[C@H](COc3ccc(NC(=O)c4cc(C)on4)cc3C(=O)N2C)O1,2,0.3,1,2

Taken from above:
Pf Dd2 inh result of `C[C@H](CO)N1C[C@H](C)[C@@H](CN(C)S(=O)(=O)c2ccccc2F)Oc2ncc(C#Cc3cccnc3)cc2C1=O` is entered as -54&-52
Pf Dd2 inh result of `COc1ccccc1S(=O)(=O)N(C)C[C@H]1Oc2ncc(-c3ccc(C)cc3)cc2C(=O)N([C@@H](C)CO)C[C@@H]1C` is entered as -51
C diff growth result of `O=C(C1CCCC1)N1CC2(C1)[C@H](c1ccccc1)[C@H](CO)N2Cc1nccs1` is entered as 4
C diff growth result of `COc1ccc(S(=O)(=O)N(C)C[C@@H]2Oc3ccc(NC(=O)CCC(F)(F)F)cc3C(=O)N([C@@H](C)CO)C[C@@H]2C)cc1` is entered as 0
C diff growth result of `COc1ccc2c3c([nH]c2c1)[C@@H](CO)N(C(=O)c1cccc(F)c1)CC31CCN(C(=O)c2ccccc2)CC1` is entered as 4
